PTHR1 agonist = agonists of human PTHR1 parathyroid hormone receptor; Q03431; HEK293 GP2 PTHR1 cells, GloSensor cAMP luminescence, 1 h; Potency, µM (highest dose often 115 µM), inactives show at the highest dose activation, hits mostly activators; 410,000 compounds, 0.075% hits; also: potency is read from the fitted curve at half-maximal effect; nearly all actives have a fitted effect of over 55% in size; some results filed as inactive show a strong effect at the top dose; inactives centre near -15; many of its hits are not listed in these tables
Target sequence (Q03431 whole entry, looked up): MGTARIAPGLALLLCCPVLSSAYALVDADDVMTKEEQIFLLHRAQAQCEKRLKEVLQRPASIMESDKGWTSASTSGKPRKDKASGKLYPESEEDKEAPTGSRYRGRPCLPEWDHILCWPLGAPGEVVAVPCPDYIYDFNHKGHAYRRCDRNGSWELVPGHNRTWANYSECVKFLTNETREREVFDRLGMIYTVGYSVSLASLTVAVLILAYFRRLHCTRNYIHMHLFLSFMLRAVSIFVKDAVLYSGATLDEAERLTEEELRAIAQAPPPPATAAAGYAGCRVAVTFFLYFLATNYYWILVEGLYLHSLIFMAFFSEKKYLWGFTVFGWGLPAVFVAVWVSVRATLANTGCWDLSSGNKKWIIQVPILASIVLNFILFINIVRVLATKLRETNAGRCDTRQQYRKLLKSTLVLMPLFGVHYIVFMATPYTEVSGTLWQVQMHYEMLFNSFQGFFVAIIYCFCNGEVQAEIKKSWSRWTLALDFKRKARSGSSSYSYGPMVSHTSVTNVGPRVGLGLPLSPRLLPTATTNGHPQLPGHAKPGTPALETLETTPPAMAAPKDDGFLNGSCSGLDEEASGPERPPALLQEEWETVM
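HEK-293-derived GP2 cells expressing PTHR1 and a GloSensor cAMP reporter, 3,000/well, plated overnight, given luciferin plus IBMX (each 0.5 mM as added) for 1 h at 37 °C, then compound for 1 h at 37 °C. Luminescence was read after 15 min at room temperature.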
Abeta yeast res = A-beta toxicity reversal in yeast. yeast expressing A-beta42, growth rescue, OD600, 48 h; response scale: 0% DMSO, 100% iron-clioquinol control. 410,000 compounds, 0.063% hits. Potency, µM (doses to about 46.1 µM), for the others: top-dose growth rescue, actives largely listed as activators; also: potency is read from the fitted curve at half-maximal effect; nearly all actives have a fitted effect of over 55% in size
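Growth rescue measured by 600 nm absorbance after 48 h yeast culture at 30 C with compound. Values normalized between DMSO and an equimolar ferric chloride plus clioquinol control.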
DRD3 antagonist = antagonists of human D3 dopamine receptor | D3R cells, DiscoveRx beta-arrestin luminescence, antagonist mode; hits give low values | max response, negative = inhibition, % | 360,000 compounds, 2.5% hits | AID 652054; in the data active = max response below about -50%; inconclusive = no clear call, values can overlap the other calls; also: % is scaled to controls: 0 for no effect and ±100 for the full control effect; mostly tested at two doses, the higher about 12 µM
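Cells plated overnight at 1500 cells/well, then exposed to library compounds with dopamine controls for 90 minutes at 37 degrees C. DiscoveRx reagent added for 30–60 minutes at room temperature; luminescence read, quantitative HTS format.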
FUS suppressor = FUS proteinopathy suppression in yeast | S. cerevisiae FUS-expressing, growth rescue, OD600, 24 h | Potency, µM (top dose mostly 76.6 µM), for inactives: at the highest dose growth rescue (activation), most hits filed as activators | 390,000 compounds, 0.24% hits | AID 1347120;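 also: potency is read from the fitted curve at half-maximal effect; plate controls were DMSO vehicle for no effect and reference control for full effect; nearly all actives have a fitted effect of over 55% in size; some results filed as inactive show a strong effect at the top dose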
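FUS-expressing yeast, raffinose-pregrown, induced in 2% galactose minimal medium at OD 0.005; compounds in a dilution series, 24hr at 30C. Growth restoration read as absorbance at 600 nm. CP55940 positive control, DMSO negative.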
GLP-1R agonist = agonists of human GLP-1 receptor. P43220. AID 624172. HEK293 GLP-1R CRE-luciferase, luminescence, 4-6 h; cells express a hypersensitive GLP-1R form. 380,000 compounds, 0.007% hits. Potency, µM (top dose mostly 45.6 µM), inactives show at the top dose activation, actives largely listed as activators; also: potency is read from the fitted curve at half-maximal effect; % of control where 0% means no effect
Target sequence (P43220 whole entry, looked up): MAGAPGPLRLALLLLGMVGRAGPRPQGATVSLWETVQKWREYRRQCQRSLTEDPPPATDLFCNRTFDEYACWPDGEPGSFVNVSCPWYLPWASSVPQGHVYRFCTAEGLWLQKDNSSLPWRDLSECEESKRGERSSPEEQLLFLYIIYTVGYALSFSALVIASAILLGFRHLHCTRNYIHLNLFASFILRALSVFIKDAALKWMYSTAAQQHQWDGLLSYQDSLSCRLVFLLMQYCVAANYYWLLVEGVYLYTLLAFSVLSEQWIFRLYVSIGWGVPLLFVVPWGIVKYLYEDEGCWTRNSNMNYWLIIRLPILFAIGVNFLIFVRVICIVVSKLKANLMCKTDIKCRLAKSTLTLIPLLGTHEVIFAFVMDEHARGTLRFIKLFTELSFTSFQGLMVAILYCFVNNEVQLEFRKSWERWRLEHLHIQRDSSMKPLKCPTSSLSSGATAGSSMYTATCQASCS
GLP1R inv ag = acts as inverse agonist at human GLP-1 receptor; P43220; HEK293 GLP-1R CRE-luciferase, luminescence, 24 h; GLP-1R form is constitutively active; Potency, µM (highest dose often 38.3 µM), for inactives: top-dose activity change, negative = inhibition, usual class: inhibitors; 410,000 compounds, 1.6% hits; AID 624417; also: potency is read from the fitted curve at half-maximal effect; % is scaled to controls: 0 for no effect and ±100 for the full control effect; nearly all actives have a fitted effect of over 55% in size
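Seeding at 200 cells/uL, 12 h culture, 24 hr compound treatment, then luciferase reagent and a luminescence read; cells are HEK293 stably expressing a constitutively active GLP-1R plus cAMP-responsive luciferase.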
aSyn rescue = inhibitors of alpha-synuclein toxicity in yeast; Yeast expressing alpha-synuclein, growth rescue, BacTiter-Glo, 24 h; AID 652106; Potency, µM (highest dose often 46.1 µM), for the others: at the top dose growth rescue (activation), actives largely listed as activators; 370,000 compounds, 0.14% hits; also: potency is read from the fitted curve at half-maximal effect; % of control where 0% means no effect; nearly all actives have a fitted effect of over 65% in size
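Galactose-induced alpha-syn yeast (OD600=0.02, raffinose-pregrown) + pinned cpd, 24 hr, 30 deg C; growth by BacTiter-Glo luminescence. Growth restoration scores as activation.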
TDP-43 yeast inh = rescues yeast growth from TDP-43 toxicity; AID 652104; Potency, µM (doses to about 46.1 µM), without a hit: top-dose growth rescue (activation), actives largely listed as activators; 410,000 compounds, 1.8% hits; TDP-43 expressing yeast growth rescue, BacTiter-Glo, 24 h; also: potency is read from the fitted curve at half-maximal effect; % of control where 0% means no effect; nearly all actives have a fitted effect of over 50% in size
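Luminescence from BacTiter-Glo reports growth of TDP-43-expressing yeast after 24 hr at 30 deg C with compound. Cells were raffinose-pregrown to mid-log, then seeded in galactose medium at OD600=0.02.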
Akt phos inh = inhibitors of Akt phosphorylation. Neuro2A IGF-stimulated pAkt S473 HTRF, 20 min; hits give low values. activity change, % for hits at 50 µM. 360,000 compounds, 0.32% hits; in the data active = activity change below about -80%; inconclusive = mostly about -51% to -80%; also: % is scaled to controls: 0 for no effect and ±100 for the full control effect
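Single-point screen (50 µM final compound) in Neuro2A cells stimulated 20 min with 6 nM IGF at 37 deg C. After lysis, Ser473-phosphorylated Akt read by HTRF (ex 330 nm, em 615/665 nm) as the 665/615 ratio.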
Active calls of the source: *; i = inactive; ? = inconclusive; . = not tested or not shown; [ ] = dose if it differs, or a comment. Unless noted, calls follow the shape of the dose curve; as a rule, active = well fitted curve in the direction sought with a large enough effect; inconclusive = small, poorly fitted or top-dose-only effect, or another doubt; inactive = no such curve, though single readings can be large; an effect the other way counts as inactive or inconclusive. This is a subset; rates above refer to the full screens.

(1) COc1ccc(-c2coc3c(C(=O)NCCc4ccccc4)cccc23)c(C)c1
(2) Cc1nnc(C)n1/N=C/c1ccc2c(c1)OCCO2
(3) CCOc1ccc(C(C)=O)cc1N1C(=O)C2C(C1=O)C1C=CC2C12CC2 (configuration not stated)
(4) COc1ccccc1/C=C(\C#N)c1nc(-c2cc3ccccc3oc2=O)cs1
(5) O=C(CSc1nnc(CNC(=O)c2ccco2)o1)Nc1ccc(F)cc1F
(6) O=C(Oc1ccccc1)c1cccnc1Oc1ccccc1
(7) CCN(CC)c1cc(C(F)(F)F)nc(-c2ccccn2)n1
(8) Cc1ccc(S(=O)(=O)C(CCC(=O)c2ccc(Cl)cc2)C(N)=O)cc1 (configuration not stated)
assay / entry,1,2,3,4,5,6,7,8
PTHR1 agonist,i,i,-6%[57.5 µM],i,i,i,6%[57.5 µM],-18%
Abeta yeast res,4%,8%,10%,0%,3%,-3%,20%,16%
DRD3 antagonist,-14,26,-8,.,-13,0,24,0
FUS suppressor,16%,-4%,22%,-16%,19%,6%,12%,-23%
GLP-1R agonist,11%,-4%,-1%,.,-4%,24%,7%,5%
GLP1R inv ag,?,0%,-3%,7%,15%,8%,?,0%
aSyn rescue,-3%,-1%,3%,.,1%,-4%,2%,.
TDP-43 yeast inh,?,19%,-19%,16%,-4%,18%,-12%,-3%
Akt phos inh,i,i,i,.,i,i,i,.

Only PTHR1 agonist and Abeta yeast res, for some of the entries so far:
entry	molecule	PTHR1 agonist	Abeta yeast res
3	CCOc1ccc(C(C)=O)cc1N1C(=O)C2C(C1=O)C1C=CC2C12CC2 (configuration not stated)	-6%[57.5 µM]	10%
4	COc1ccccc1/C=C(\C#N)c1nc(-c2cc3ccccc3oc2=O)cs1	i	0%
5	O=C(CSc1nnc(CNC(=O)c2ccco2)o1)Nc1ccc(F)cc1F	i	3%
6	O=C(Oc1ccccc1)c1cccnc1Oc1ccccc1	i	-3%

Next entries follow:
(9) CCOC(=O)CSc1nnc(CNC(=O)c2cc(OC)c(OC)c(OC)c2)n1C
(10) CC(OC(=O)c1cnc2ccccc2n1)c1ccccc1Cl (configuration not stated)
(11) CCCCOc1cccc(C(=O)Nc2ccccc2N2CCCC2)c1
(12) CCn1nc(C(=O)OCC(=O)NCC(C)C)c2ccccc2c1=O
(13) COc1ccc(CC(=O)Nc2c3c(nn2-c2cccc(C)c2C)CS(=O)C3)cc1 (configuration not stated)
(14) Cc1cccn2c(=O)c3cc(C(=O)NC4CCCCC4)c(=N)n(CCN4CCOCC4)c3nc12
(15) O=C(NCc1ccccc1Cl)[C@H]1CCCN1C(=O)[C@H]1CCCN1C(=O)c1ccccc1
(16) CCOC(=O)c1c(C)nn(-c2ccc(NC(=O)c3cccs3)cc2)c1C
assay / entry,9,10,11,12,13,14,15,16
PTHR1 agonist,i,-44%[inhibitor],-20%,i,-11%,i,i,-28%
Abeta yeast res,21%,-12%,?,-8%,-2%,-7%,-3%,16%
DRD3 antagonist,9,21,3,-1,5,16,7,23
FUS suppressor,.,14%,30%,11%,16%,-21%,-8%,2%
GLP-1R agonist,-3%,22%,3%,4%,0%,-4%,5%,-5%
GLP1R inv ag,0%,9%,?,19%,-10%,3%,15%,?
aSyn rescue,-4%,9%,11%,-6%,-7%,3%,1%,-6%
TDP-43 yeast inh,14%,-19%,?,6%[9.22 µM],24%,-3%,11%,11%
Akt phos inh,i,i,i,i,i,i,i,i

(17) COC(=O)c1c(NC(=O)COc2cc(C)c(Cl)c(C)c2)sc2c1CCCC2
(18) O=C(NC1CCCCCCC1)c1ccc2c(c1)N(Cc1ccc(F)cc1)C(=O)CS2=O (configuration not stated)
(19) CCOc1ccc(C(=O)Nc2cccc(C(C)=O)c2)cc1[N+](=O)[O-]
(20) O=C(CCS(=O)(=O)c1ccccc1)Nc1ccc(Cl)cn1
(21) O=C(Nc1ccc2c(c1)OCCO2)C(CCc1ccccc1)N1CCN(C/C=C/c2ccccc2)CC1 (configuration not stated)
(22) O=S1(=O)N=C(N2CCOCC2)c2ccccc21
(23) CC(C)(C)OC(=O)NCCCCCNC(=O)c1nc[nH]c1C(=O)N1CCc2ccccc2C1
(24) CCc1ccccc1OCC(=O)Nc1ccc(N2CCCC2)cc1C
assay / entry,17,18,19,20,21,22,23,24
PTHR1 agonist,16%,25%,i,i,-15%,i,-29%,i
Abeta yeast res,-31%[inhibitor],2%,12%,-29%,-7%,21%,6%,-8%
DRD3 antagonist,.,17,-12,9,-109*,?,80,1
FUS suppressor,5%,?,24%,-10%,18%,-14%,15%,?
GLP-1R agonist,.,1%,10%,14%,3%,-18%,1%,2%
GLP1R inv ag,2%,-1%,29%,4%,?,0%,-23%,?
aSyn rescue,.,2%,-5%,-6%,-14%,7%,-4%,1%
TDP-43 yeast inh,8%,-9%,-11%,-13%,22%,8%,21%,-22%
Akt phos inh,.,i,i,i,i,i,i,i

(25) C=CCSc1nnc(CCCCCN2C(=O)c3cccc4cccc(c34)C2=O)o1
(26) O=C(O)c1ccc(S(=O)(=O)N(CCc2ccccc2)Cc2ccc(Cl)cc2)cc1
(27) COC(=O)c1ccc(NC(=O)CSc2nc(N)c(NC(=O)c3ccc(Br)o3)c(=O)[nH]2)cc1
(28) O=C(CN1C(=O)NC2(CCCc3ccccc32)C1=O)N1CCCCC1 (configuration not stated)
(29) O=C(Nc1cccc(C(F)(F)F)c1)c1cccnc1N1CCCC1
(30) COc1ccc(Nc2cc(C)c3ccccc3n2)cc1
(31) O=C(NCc1ccc(Cl)cc1)C1CCN(S(=O)(=O)c2ccc(N3CCCC3=O)cc2)CC1
(32) CCOc1ccc(OCCC(=O)N(CCOC)c2c(N)n(Cc3ccccc3)c(=O)[nH]c2=O)cc1
assay / entry,25,26,27,28,29,30,31,32
PTHR1 agonist,-36%[inhibitor],-17%,i,i,i,i,-33%[inhibitor],-6%
Abeta yeast res,-12%,-16%,1%,-1%,7%,11%,-3%,1%
DRD3 antagonist,16,-13,-3,4,-15,-19,29,3
FUS suppressor,29%,-8%,1%,-1%,-11%,7%,11%,0%
GLP-1R agonist,?,-5%,-5%,-6%,16%,?,4%,0%
GLP1R inv ag,-20%,?,26%,3%,11µM*,?,-13%,12%
aSyn rescue,-9%,10%,4%,3%,-1%,-2%,-3%,-1%
TDP-43 yeast inh,22µM*,-7%,7%,7%,-2%,-13%[0.397 µM],7%,17%
Akt phos inh,i,i,i,i,.,i,i,i

(33) Cc1cc(C)nc(SCC(=O)Oc2ccc3oc(=O)cc(C)c3c2)n1
(34) Cn1c(=O)n(CC(=O)N2CCOCC2)c2ccccc21
(35) CCOC(=O)c1c(-c2ccccc2)csc1NC(=O)c1cc(=O)c2ccc(C)cc2o1
(36) O=C(c1cc(-c2ccccc2)nn1CC1CC(c2cccnc2)=NO1)N1CCOCC1 (configuration not stated)
(37) O=C1CC(N2CCC(c3nc4ccccc4[nH]3)CC2)C(=O)N1c1cccc(F)c1 (configuration not stated)
(38) COc1ccc(OC)c(S(=O)(=O)Nc2ccc(Oc3ccccc3)cc2)c1
(39) CCOC(=O)C1CCN(C(=O)C2CCCCC2)CC1
(40) O=[N+]([O-])c1ccc(Cc2ccccn2)c([N+](=O)[O-])c1
assay / entry,33,34,35,36,37,38,39,40
PTHR1 agonist,-3%,i,i,-30%[inhibitor],i,2%[57.5 µM],i,i
Abeta yeast res,0%,10%,-7%,10%,-32%[inhibitor],?,-13%,2%
DRD3 antagonist,0,3,.,34,11,14,15,-21
FUS suppressor,-9%,5%,1%,-25%,-1%,34%,-1%,18%
GLP-1R agonist,1%,-11%,.,0%,9%,10%,-8%,3%
GLP1R inv ag,6%,1%,-1%,17%,9%[7.66 µM],?,27%,-7%
aSyn rescue,3%,-11%,.,4%,?,2%,-9%,-6%
TDP-43 yeast inh,-2%,-8%,?,21%,13%[9.22 µM],?,6%,-3%
Akt phos inh,i,i,.,i,i,i,i,i

(41) CN1CCN(S(=O)(=O)c2ccc(Oc3ccc(F)c(Cl)c3)nc2)CC1
(42) COc1ccccc1CN1CC(=O)N2CSC[C@H]2C1=O
(43) CCn1c(SCC(=O)NC2CCCC2)nnc1-c1cccnc1
(44) Cc1ccc(CNc2ncnc3[nH]ncc23)cc1
(45) CCN(CC)S(=O)(=O)c1ccc(Cl)c(NC(C)=O)c1
(46) COc1nc(-c2ccccc2)cc(-c2ccc3c(c2)OCO3)c1C#N
(47) CCn1c(SCc2ccc(C(=O)O)cc2)nnc1-c1ccc(Cl)cc1
(48) CN(C)/C=C/C(=O)c1ccn(S(=O)(=O)c2ccccc2)c1
(49) Cc1cc(NCCCCCCCNc2cc(C)nc3cc([N+](=O)[O-])ccc23)c2ccc([N+](=O)[O-])cc2n1
assay / entry,41,42,43,44,45,46,47,48,49
PTHR1 agonist,i,i,i,-10%,i,i,i,i,-18%
Abeta yeast res,-9%,6%,4%,-15%,-4%,0%,-2%,-93%[inhibitor],0%
DRD3 antagonist,5,-1,-12,1,7,6,-13,8,7
FUS suppressor,-16%,-30%,-6%,-14%,31%,16%,-2%,16%,.
GLP-1R agonist,0%,13%,7%,1%,6%,2%,-7%,0%,-36%[inhibitor]
GLP1R inv ag,?,-5%,8%,15%,2%,-35%,-2%,-8%,?
aSyn rescue,-2%,-5%,4%,0%,-1%,0%,1%,-79%[inhibitor],1%
TDP-43 yeast inh,8%,22%,-1%,-5%,-18%[9.22 µM],-11%,-2%,-89%[inhibitor],14µM*
Akt phos inh,i,i,i,i,i,i,i,i,i

Taken from above.
CCOC(=O)c1c(-c2ccccc2)csc1NC(=O)c1cc(=O)c2ccc(C)cc2o1 – FUS suppressor = 1%
O=C(CN1C(=O)NC2(CCCc3ccccc32)C1=O)N1CCCCC1 (configuration not stated) – aSyn rescue = 3%

High-throughput results: PubChem, National Center for Advancing Translational Sciences (NCATS)
